Assay outcomes: PubChem BioAssay, several laboratories
AGP1 TOR yeast: modulators of TOR pathway AGP1-GFP in S. cerevisiae; S. cerevisiae AGP1-GFP multiplex flow cytometry, 3 h; GFP as percent of DMSO wells; GFP response vs DMSO, % at 10 µM; 320,000 tested, 0.02% active;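 active = GFP response relative to DMSO above a set limit, near screen average plus 3 SD, cut at about 150% in these data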;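 note: median GFP channel fluorescence of the gated AGP1 strain per well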
CIT2 TOR yeast: alters CIT2-GFP fluorescence in TOR pathway yeast screen; GFP response vs DMSO, % at 10 µM; S. cerevisiae CIT2-GFP strain, flow cytometry, 3 h; 100 means same as DMSO wells; AID 2029; 320,000 tested, 0.065% active;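 active = GFP response relative to DMSO above a set limit, near the screen mean plus 3 SD, cut at about 150% in these data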;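 note: ratio of well median GFP fluorescence to mean of DMSO wells on the plate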
Yeast superoxide: yeast age-related superoxide inhibition as caloric restriction mimetic; S. cerevisiae aged cells, superoxide DHE fluorescence; hits give low values; superoxide response (% of plate mean), % at 10 µM; 330,000 tested, 0.18% active; AID 2690;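 active = superoxide response under a set limit, about three screen SD below normal, cut at about 65% in these data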;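 note: yeast aged for seven days with compound at 30 °C before DHE staining; 100% = average MFI of all compound-treated wells on the plate with controls excluded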
AHR act: activates the human aryl hydrocarbon receptor. AID 2796. AHR-responsive luciferase reporter cells, luminescence. 320,000 tested, 2.5% active. activation, % at 5 µM. P35869; in the data active = activation above about 47%;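 note: 0% = vehicle wells and 100% = reference agonist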
Target sequence (P35869 whole entry, looked up): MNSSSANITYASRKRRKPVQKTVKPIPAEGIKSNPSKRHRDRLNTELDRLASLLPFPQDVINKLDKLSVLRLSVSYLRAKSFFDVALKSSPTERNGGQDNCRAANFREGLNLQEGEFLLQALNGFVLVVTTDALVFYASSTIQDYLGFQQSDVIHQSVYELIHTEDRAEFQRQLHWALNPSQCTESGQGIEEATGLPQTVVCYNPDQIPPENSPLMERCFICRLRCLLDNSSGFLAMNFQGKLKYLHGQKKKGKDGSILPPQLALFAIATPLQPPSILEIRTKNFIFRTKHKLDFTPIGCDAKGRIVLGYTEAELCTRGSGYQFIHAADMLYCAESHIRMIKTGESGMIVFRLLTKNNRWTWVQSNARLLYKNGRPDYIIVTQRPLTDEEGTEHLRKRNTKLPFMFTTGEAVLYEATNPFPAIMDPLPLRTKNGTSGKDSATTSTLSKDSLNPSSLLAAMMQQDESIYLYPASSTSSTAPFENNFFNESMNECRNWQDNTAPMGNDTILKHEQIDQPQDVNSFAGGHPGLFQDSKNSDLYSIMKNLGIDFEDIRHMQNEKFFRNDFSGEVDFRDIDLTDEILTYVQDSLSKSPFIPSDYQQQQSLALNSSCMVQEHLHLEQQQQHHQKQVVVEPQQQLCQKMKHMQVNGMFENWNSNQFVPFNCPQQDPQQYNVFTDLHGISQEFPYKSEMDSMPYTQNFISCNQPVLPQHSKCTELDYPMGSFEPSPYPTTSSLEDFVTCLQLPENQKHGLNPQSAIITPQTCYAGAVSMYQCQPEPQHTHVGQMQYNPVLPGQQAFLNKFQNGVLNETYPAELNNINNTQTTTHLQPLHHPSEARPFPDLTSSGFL
MEP2 TOR yeast: yeast TOR pathway MEP2-GFP modulation; S. cerevisiae MEP2-GFP strain, flow cytometry GFP, 3 h; 100% = DMSO control level; GFP response vs DMSO, % at 10 µM; 330,000 tested, 0.51% active; AID 2016;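 active = GFP response versus DMSO above a set limit, roughly screen mean plus 3 SD, cut at about 180% in these data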;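 note: median GFP fluorescence of the barcode-gated MEP2-GFP cells per well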
Efflux pump mplx: inhibitors of Candida antifungal efflux pumps expressed in yeast | S. cerevisiae Candida pump triplex, Nile Red efflux | inhibition, % at 10 µM | 330,000 tested, 0.44% active;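 active = plate passing quality check with inhibition over a set limit, or well fluorescence over plate mean plus 4 SD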;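 note: Nile Red retained in pooled yeast measured as flow cytometry median fluorescence; 0% = buffer negative control and 100% = Enniatin B positive control; higher means more Nile Red kept so more efflux inhibition; some compounds called inactive have numbers as strong as hits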
LAP4-GFP MLPCN: yeast TOR pathway LAP4-GFP modulation; AID 2023; S. cerevisiae LAP4-GFP multiplex, flow cytometry GFP, 3 h; median GFP as percent of DMSO wells; GFP response vs DMSO, % at 10 µM; 320,000 tested, 0.34% active;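 active = GFP response vs DMSO above a set limit, about the screen mean plus 3 SD, cut at about 150% in these data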
RPL19A TOR yeast: modulators of TOR pathway RPL19A-GFP in S. cerevisiae. S. cerevisiae RPL19A-GFP strain, flow cytometry, 3 h; hits give low values. percent response vs DMSO, % at 10 µM. 330,000 tested, 0.3% active. AID 2025;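 active = percent response vs DMSO below 50%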;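 note: median channel GFP fluorescence of the barcoded RPL19A-GFP strain; ratio of sample median GFP to plate DMSO average so 100% = DMSO; lower means less RPL19A-GFP as with rapamycin TOR inhibition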
Starred values were filed as active, the others as inactive; / = no result given.

SMILES,AGP1 TOR yeast,CIT2 TOR yeast,Yeast superoxide,AHR act,MEP2 TOR yeast,Efflux pump mplx,LAP4-GFP MLPCN,RPL19A TOR yeast
CCC(C)NC(=O)c1cc(-c2ccc(OC)cc2)on1 (configuration not stated),/,88,104,-3,94,0.3,93,95
O=C1CS/C(=C/C(=O)c2ccccc2)N1,104,99,114,14,93,-0.1,93,93
CCn1ccnc1C(O)c1cccc(OC)c1OC (configuration not stated),103,93,100,-1,99,0.2,98,100
Cc1nn(C)cc1CN(C)Cc1c(C(=O)N(C)Cc2ccccc2)nc2ccccn12,97,103,100,5,120,0.0,111,98
O=C(Nc1ccc(Cl)cc1)OCc1cncs1,102,94,116,0,101,0.0,100,98
CC(=O)c1cn(CC(=O)Nc2ccccc2C)c2ccccc12,104,96,105,1,99,0.0,98,95
Cc1ccc(Nc2cc(C)nc(NCc3ccccc3)n2)cc1,100,106,81,34,106,-0.1,96,102
O=C(CN1C(=O)NC2(CCCCCCC2)C1=O)Nc1ccc(Br)cc1,95,93,108,1,92,0.1,89,93
Cc1cccc(CN2C(=O)[C@@H]3Cc4c([nH]c5ccccc45)C(C)(C)N3C2=O)c1,101,98,98,0,110,0.2,132,108
CCCN1CN(CCc2ccccc2)CNC1=S,96,95,87,5,96,0.2,95,100
COCCNC(=S)N/N=C(\C)c1ccccc1F,92,96,80,14,99,-0.1,106,94
Cc1ccc(S(=O)(=O)N2CCOCC2)cc1NC(=O)C1=NN(c2ccccc2)C(=O)CC1,98,98,85,3,126,-0.4,107,97
COc1cccc(CNC(=O)C2CCC(CNc3nc(=S)[nH]c4ccccc34)CC2)c1 (configuration not stated),108,96,86,1,95,0.1,104,104
CCSc1ccccc1C(=O)Nc1cccnc1,103,95,105,13,104,0.1,102,98
Clc1nc(Cl)nc(-c2cn(-c3ccccc3)c3ccccc23)n1,108,100,98,8,100,-0.1,118,105
Cc1cc(OCC(=O)N2CCN(c3ncccn3)CC2)ccc1Cl,88,92,90,4,99,-0.3,93,104
CN1CCN(c2ccccc2/C=C2/C(=O)Nc3ccccc32)CC1,100,106,85,9,110,-0.1,96,105
CC1CCCCC1NC(=O)C1CCN(c2c3c(nc4ncnn24)CCC3)CC1 (configuration not stated),92,93,114,1,93,0.0,95,95
CCCC(=O)Nc1ccc2nc(C)n(Cc3ccccc3Cl)c(=O)c2c1,97,89,101,11,98,0.2,97,95
CCOC(=O)c1c(NC(=O)Cn2nc(C(F)(F)F)cc2C)sc2c1CCC2,89,87,106,11,88,0.3,90,97

Next results follow:
SMILES,AGP1 TOR yeast,CIT2 TOR yeast,Yeast superoxide,AHR act,MEP2 TOR yeast,Efflux pump mplx,LAP4-GFP MLPCN,RPL19A TOR yeast
CCOC(=O)c1ccc(N2C(=O)CC(N(C)CCc3ccc(OC)c(OC)c3)C2=O)cc1 (configuration not stated),/,96,95,-1,99,0.0,100,95
CCC1=Nc2cc(C(=O)NCCCOC)ccc2Sc2ccccc21,106,96,104,4,98,-0.2,112,103
Cc1ccccc1C(=O)O/N=C/c1c(N2CCOCC2)n(C)c2ccccc12,94,99,92,4,98,-0.2,120,95
COc1ccccc1N1CCN(C(c2ccc(C)cc2)c2nnnn2C(C)C)CC1 (configuration not stated),113,107,102,4,118,0.4,113,94
Cc1ccc(NC2c3ncccc3C(=O)N2C2CCCCC2)cc1 (configuration not stated),103,97,109,-2,105,-0.2,109,101
O=C(COC(=O)CSc1ccc([N+](=O)[O-])cc1)NCCCc1ccccc1,100,103,105,-1,98,-0.1,94,98
O=C(c1ccc(CN2CCc3ccccc3C2)cc1)N1CCN(c2ccc(F)cc2)CC1,106,102,89,0,109,0.1,101,103
O=C(c1ccco1)N1CCN(c2ccc(F)cc2)CC1,99,100,90,-3,97,0.0,106,97
COc1ccc(S(=O)(=O)N2C3CCC2CC(NC(=O)NC2CCCCC2)C3)cc1 (configuration not stated),107,112,93,0,102,0.0,105,102
CCOC(=O)CN1CC23C=CC(O2)C(C(=O)Nc2ccc4c(c2)OCO4)C3C1=O (configuration not stated),103,104,108,70*,104,0.0,104,103
CC(=O)c1ccc(N2Cc3ccccc3/C2=N\C(=O)Nc2ccc(Cl)cc2)cc1,101,97,110,4,109,0.4,89,107
CC1=CC(C)(C)NC(=S)N1C(C)c1ccccc1 (configuration not stated),98,101,119,0,104,0.1,97,103
O=C(CSc1nc2ccccc2c(=O)n1-c1ccc(Cl)cc1)c1ccco1,102,98,112,3,96,0.1,95,100
COc1ccc(CCNC(=O)Cn2nnc(C(=O)Nc3cccc(C)c3C)c2N)cc1OC,98,96,94,5,107,0.2,101,99
Cc1ccc(C(=O)N2CCN3C(=O)c4ccccc4C23c2ccc(Cl)cc2)cc1 (configuration not stated),110,111,89,1,105,0.0,99,103
CC(=Nc1ccccc1C(F)(F)F)c1ccncc1,89,88,109,1,98,0.1,97,100
COc1ccc(OC)c(NC(=O)Nc2ccc3c(c2)OCO3)c1,94,85,102,45,91,1.3,89,101
O=C(CN1CCCCCC1)NCc1ccccc1,94,90,91,2,89,0.0,96,93
O=C(CCn1c(=O)oc2ccccc21)N1CCc2ccccc21,102,96,108,-6,98,0.1,106,97
O=C(Nc1cccc(Cl)c1)Nc1ccc2nccnc2c1,95,107,60*,0,98,-0.8,99,106

Overlap with the part before: three entries, followed by the next part.
SMILES,AGP1 TOR yeast,CIT2 TOR yeast,Yeast superoxide,AHR act,MEP2 TOR yeast,Efflux pump mplx,LAP4-GFP MLPCN,RPL19A TOR yeast
O=C(CN1CCCCCC1)NCc1ccccc1,94,90,91,2,89,0.0,96,93
O=C(CCn1c(=O)oc2ccccc21)N1CCc2ccccc21,102,96,108,-6,98,0.1,106,97
O=C(Nc1cccc(Cl)c1)Nc1ccc2nccnc2c1,95,107,60*,0,98,-0.8,99,106
Cc1nn(-c2ccccc2)c2[nH]c(=O)c(CNCc3ccc4c(c3)OCO4)cc12,90,93,97,2,110,-0.1,94,89
COC(=O)c1cccc(NC(=O)Nc2ccc(Cl)c(Cl)c2)c1,103,98,123,-3,111,-0.2,105,107
Cc1ccc(OCc2cc(C(=O)NCCn3cccn3)no2)cc1C,90,89,91,7,104,0.0,90,91
O=[N+]([O-])c1ccc(-c2nnc(S)n2-c2ccccc2)cc1,98,102,91,0,105,0.1,89,107
COc1ccc(CCNC(C(=O)Nc2cc(C)cc(C)c2)c2ccccc2)cc1 (configuration not stated),95,97,95,10,92,0.0,90,85
C/C(CC(=O)NCc1ccccc1)=N\NC(=O)c1cnccn1,105,98,98,21,105,0.0,103,102
CC(C)Cn1nc(NS(=O)(=O)c2ccccc2)c2cc3ccccc3nc21,106,107,92,-3,100,-0.1,100,102
C=CCOC(=O)C(C#N)c1nc2ccccc2nc1N1CCCC1 (configuration not stated),95,82,85,41,104,0.0,125,93
C#CC1(NC(=O)NC(=O)c2c(F)cccc2F)CCCCC1,97,96,92,2,98,-0.2,104,95
CCCCn1c(O)c(/C=C/C=C/C=Nc2ccccc2)sc1=S,95,125,102,0,121,0.5,141,104
c1ccc(Oc2ccc(-n3cnnn3)cc2)cc1,101,102,93,-1,105,0.4,113,102
C=CCn1c(N)c(C(=O)N2CCN(C)CC2)sc1=S,105,105,73,-2,101,-0.1,98,96
COc1ccc(NC(=O)CCC2CCCCC2)cc1S(=O)(=O)N1CCCCC1,115,104,93,3,106,-1.2,101,107
CC(C)(O)CCCC(C)(O)c1ccc(C(=O)O)cc1O (configuration not stated),104,95,105,-1,109,-0.2,105,97
Nc1cccc(Cl)c1N1CCOCC1,100,102,97,-1,99,-0.1,103,97
CC1CCCN(c2sc(S(C)(=O)=O)nc2S(=O)(=O)c2ccc(Cl)cc2)C1 (configuration not stated),98,99,90,-1,113,0.1,104,104
CCOC(=O)c1c(NC(=O)C2CCCO2)sc(C(N)=O)c1C (configuration not stated),97,93,115,13,100,0.4,103,101
O=C(COC(=O)CNC(=O)c1ccccc1F)Nc1ccc(Cl)cn1,104,97,92,3,105,0.3,104,99
CCOc1ccc(NC(=O)C2C3CC/C=C\CCC32)cc1 (configuration not stated),96,98,108,6,96,0.1,96,91
COc1ccc2c(CCNC(N)=S)c[nH]c2c1,108,104,101,0,102,0.2,116,101

Further compounds.
SMILES,AGP1 TOR yeast,CIT2 TOR yeast,Yeast superoxide,AHR act,MEP2 TOR yeast,Efflux pump mplx,LAP4-GFP MLPCN,RPL19A TOR yeast
COc1ccc(C)cc1NC(=O)CSc1ccc(-c2ccco2)nn1,98,91,81,4,110,0.2,119,105
COC(=O)c1ccccc1Sc1snnc1C,94,94,89,1,96,0.1,88,91
COc1ccc(NC(=S)N2CCC(Cc3ccccc3)CC2)cc1,87,91,88,/,102,0.1,90,116
Cn1nc(CC(=O)NCc2cccc3ccccc23)c2ccccc2c1=O,102,99,97,11,130,-0.1,110,99
Cn1c(C(=O)O)c(C=O)c2ccccc21,95,96,94,1,99,0.0,112,97
CCCCOc1c(Br)cc(CNCCCN2CCOCC2)cc1OC,104,101,101,-1,107,0.0,91,103
Cc1ccc(S(=O)(=O)CC(=O)c2ccc(C)c([N+](=O)[O-])c2)cc1,97,95,100,-3,95,0.1,100,91
OCC1(Cc2ccccc2)CCCN(C2CCCC2)C1 (configuration not stated),89,95,94,1,90,0.0,93,91
CCc1ccc(-c2nnn(CC(=O)N(C3CCCC3)C3CCS(=O)(=O)C3)n2)cc1 (configuration not stated),110,101,96,1,101,0.0,109,99
O=C(N/N=C\c1ccccc1)c1cccc(C(=O)N/N=C\c2ccccc2)n1,115,107,89,70*,109,-0.2,111,108
CCc1ccc(N2CN=c3s/c(=C\c4ccccc4)c(=O)n3C2)cc1,104,103,107,3,105,-0.1,107,100
COc1c(F)c(F)c(C(=O)Nc2ccccc2N2CCN(C(C)=O)CC2)c(F)c1F,103,104,84,50*,98,0.1,95,96
CC1CC(=O)Nc2ccccc2N1C(=O)CN1CCN(C=O)CC1 (configuration not stated),102,101,107,-2,102,0.1,95,104
C[C@H](NS(=O)(=O)c1ccc(Cl)c(Cl)c1)C(=O)OCc1cc(=O)n2cc(Br)ccc2n1,114,113,102,2,140,-2.5,110,109
Cn1c(SCc2ccccc2C#N)nnc1-c1ccncc1,12,90,100,-1,99,0.2,74,96
Cc1cnc(=O)[nH]c1SCc1cccc(C(F)(F)F)c1,108,98,80,1,98,0.0,104,96
O=C(Cc1ccc(Cl)cc1)Nc1ccc(S(=O)(=O)N2CCOCC2)cc1,81,104,96,-3,79,0.1,77,90
COc1ccc(Cl)cc1Nc1ncnc2sc(C)c(S(=O)(=O)N3CCC(C)CC3)c12,100,99,111,2,102,-0.2,106,104
COc1ccc(C(=S)N2CCCC2)cc1OC,99,97,91,-3,93,-0.1,101,95
N#Cc1c(C(F)(F)F)cc(-c2ccccc2)n(N)c1=O,96,94,104,3,102,0.0,100,98

Other structures.
SMILES,AGP1 TOR yeast,CIT2 TOR yeast,Yeast superoxide,AHR act,MEP2 TOR yeast,Efflux pump mplx,LAP4-GFP MLPCN,RPL19A TOR yeast
Cc1cc(C)c(S(=O)(=O)N2CCCc3ccccc32)c(C)c1,98,95,103,2,96,-0.1,101,97
COc1ccccc1C1NC(=O)CCC1[N+](=O)[O-] (configuration not stated),98,100,95,0,104,0.0,88,102
CC(=O)c1ccc(-n2c(C)c(C(C)=O)c3cc(O)ccc32)cc1,102,100,92,0,101,0.1,88,102
CC(C)C(=O)N1CCN(c2c(Cl)cccc2[N+](=O)[O-])CC1,92,91,97,20,93,0.2,86,96
CCOc1ccc(CCNC(=O)/C=C/c2ccco2)cc1OCC,92,91,81,/,101,-0.9,89,103
